# D2 potentiator: D2 dopamine receptor (human) potentiation; potentiation, % at 10 µM; 340,000 tested, 0.34% active; HEK293 T-REx D2, calcium flux, EC20 dopamine potentiation; AID 485347;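 active = potentiation over 3 SD above the plate norm, cut at about 30% in these data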; note: 0% is about no effect
#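 Calcium flux readout, no-wash dye, 1 read/s. Inducible HEK293 Trex D2 line, overnight 30 C. Compound alone 180 s (agonist flags), then EC20 dopamine, another 180 s to score potentiation.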
# RXFP1 agonist: RXFP1 (human) receptor agonism. HEK293T-RXFP1 cAMP TR-FRET, 30 min; response scale: percent of porcine relaxin response, buffer zero. Potency, µM (doses to about 57.5 µM), without a hit: at the top dose activation, hits mostly activators. 370,000 tested, 0.3% active. AID 2676; note: potency is the fitted concentration of half-maximal effect; % is set by controls: 0 for no effect and ±100 for the full control effect; nearly all actives have a fitted effect of over 60% in size; many of its hits are not listed in these tables
#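 HEK293 cells stably expressing RXFP1, treated 30 min at 37C with compounds plus PDE4 inhibitor Ro 20174; cAMP measured by HTRF TR-FRET. Normalized to buffer and 29 nM porcine relaxin; EC50 by Hill fit.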
# D1 agonist: activates the human D1 dopamine receptor; P21728; HEK293 T-REx D1 cells, calcium flux, agonist mode; activation, % at 2 µM; 360,000 tested, 1% active; AID 504660; in the data active = activation above about 30%; note: 0% is about no effect
# Target sequence (P21728 whole entry, looked up): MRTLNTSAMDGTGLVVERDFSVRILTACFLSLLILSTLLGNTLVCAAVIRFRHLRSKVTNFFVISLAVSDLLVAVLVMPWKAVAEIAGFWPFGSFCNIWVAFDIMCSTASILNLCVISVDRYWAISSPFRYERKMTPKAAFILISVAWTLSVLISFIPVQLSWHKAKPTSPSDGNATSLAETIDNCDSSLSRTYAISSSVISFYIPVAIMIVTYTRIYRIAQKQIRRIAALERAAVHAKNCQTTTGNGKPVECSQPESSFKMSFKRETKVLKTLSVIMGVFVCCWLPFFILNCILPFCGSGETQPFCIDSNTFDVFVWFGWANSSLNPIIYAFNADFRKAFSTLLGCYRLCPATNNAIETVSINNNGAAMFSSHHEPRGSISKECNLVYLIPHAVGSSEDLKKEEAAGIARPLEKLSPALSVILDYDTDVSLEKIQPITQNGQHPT
#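 Tetracycline-induced HEK293 TREx D1 cells, force-coupled to calcium signalling, were dye-loaded with a no-wash calcium kit. Compound was pin-added after a 10 s baseline. Fluorescence was read kinetically at 1 cycle/s for 180 s, with calcium rises flagged as agonism.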
# Vif-APOBEC3G blk: Vif-A3G binding inhibition; 410,000 tested, 0.076% active; Potency, µM (doses to about 46.1 µM), for the others: top-dose activity, negative = active, hits mostly inhibitors; AID 602310; HeLa A3G-eYFP + Vif (tagged APOBEC3G with the HIV-1 protein that degrades it), YFP fluorescence, overnight; Q9HC16;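 note: potency is the fitted concentration of half-maximal effect; % is set by controls: 0 for no effect and ±100 for the full control effect; nearly all actives have a fitted effect of over 60% in size; hits raise eYFP signal because A3G escapes Vif-driven loss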
# Target sequence (Q9HC16 whole entry, looked up): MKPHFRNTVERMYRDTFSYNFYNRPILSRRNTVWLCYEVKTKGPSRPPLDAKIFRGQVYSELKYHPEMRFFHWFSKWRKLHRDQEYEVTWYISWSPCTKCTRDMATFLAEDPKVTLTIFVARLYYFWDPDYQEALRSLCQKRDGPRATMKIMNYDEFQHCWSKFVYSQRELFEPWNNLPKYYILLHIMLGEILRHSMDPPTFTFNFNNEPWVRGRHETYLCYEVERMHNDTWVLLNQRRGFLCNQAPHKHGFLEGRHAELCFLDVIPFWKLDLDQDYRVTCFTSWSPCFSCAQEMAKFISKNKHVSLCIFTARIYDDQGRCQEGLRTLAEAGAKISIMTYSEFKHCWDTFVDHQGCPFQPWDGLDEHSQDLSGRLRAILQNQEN
#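 HeLa cells stably expressing Vif and C-terminally eYFP-tagged A3G, seeded overnight at 37 deg C, then exposed to compound by pintool overnight at 37 deg C. Rise in yellow fluorescence (Ex 488/Em 500-530, Acumen) marks blocked Vif-driven A3G degradation.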
# RXFP1 antagonist: antagonists of human relaxin receptor RXFP1 | activity change, negative = inhibition, % at 57.5 µM | AID 1259400 | 350,000 tested, 0.59% active | Q9HBX9 | HEK293-RXFP1, relaxin-stimulated cAMP HTRF, 30 min; stronger effect = lower value;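 active = activity change of -60% or lower, but not beyond a set lower limit; inconclusive = change between -60% and -40%, or beyond the set limit; inactive = change above -40%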; note: % is set by controls: 0 for no effect and ±100 for the full control effect
# D1 antag: blocks dopamine activation of the human D1 receptor; P21728; HEK293 TREx D1 cells, calcium flux, dopamine EC80; stronger effect = lower value; activity change, negative = inhibition, % at 10 µM; 360,000 tested, 3.2% active; in the data active = activity change below about -30%; note: % is set by controls: 0 for no effect and ±100 for the full control effect
#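 Antagonism measured as reduced calcium response to an EC80 dopamine addition following 180 s compound pre-read; cells were inducible HEK293 Trex D1 plated overnight at 30 C, read kinetically at 1 cycle/sec.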
# D1 potentiator: potentiators of human D1 dopamine receptor; AID 504651; potentiation, % at 10 µM; P21728; HEK293 TREx D1 cells, calcium flux, dopamine EC20 potentiation; 360,000 tested, 0.036% active; in the data active = potentiation above about 30%; note: 0% is about no effect
# GRP78 ERSR act: inducers of ER stress response in human glioma cells; U87-MG GRP78 promoter luciferase reporter, 16 h; Potency, µM, for inactives: top-dose activation, actives largely listed as activators; 420,000 tested, 0.02% active; AID 602332; note: potency is the fitted concentration of half-maximal effect; series mostly up to about 76 µM; % of control where 0% means no effect; nearly all actives have a fitted effect of over 35% in size
#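 Stably transfected U87-MG human glioma cells carrying a GRP78-based luminescent sensor were seeded at 1000 cells/well, pin-dosed with compounds and incubated 16 h. Luciferase reagent was then added, and end-point luminescence was read after 10 min at room temperature.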
# Vif-A3F inh: Vif-A3F binding inhibition | AID 602313 | Potency, µM (highest dose often 46.1 µM), for the others: at the top dose activity, negative = active | HeLa A3F-eYFP + Vif (tagged APOBEC3F with the HIV-1 protein that degrades it), YFP fluorescence increase | 390,000 tested, 0.2% active; note: potency is the fitted concentration of half-maximal effect; % of control where 0% means no effect; nearly all actives have a fitted effect of over 65% in size
#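 HeLa cells stably expressing Vif plus C-terminally eYFP-tagged A3F were seeded, incubated overnight at 37 deg C, dosed with compound, incubated overnight again at 37 deg C. Yellow fluorescence (Ex 488/Em 500-530) reported blocked Vif-mediated A3F-eYFP degradation.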
# Active calls of the source: *; ? = inconclusive; . = no result given. Unless noted, calls come from the whole dose curve; as a rule, active = well fitted curve in the direction sought with a large enough effect; inconclusive = small, poorly fitted or top-dose-only effect, or another doubt; inactive = no such curve, though single readings can be large; an effect the other way counts as inactive or inconclusive.
item	compound	RXFP1 agonist	D2 potentiator	Vif-APOBEC3G blk	GRP78 ERSR act	D1 antag
1	O=C(OCCOCCN=C1NS(=O)(=O)c2ccccc21)c1ccc(F)cc1	-2.4%	7	-4%	-2%	-10
2	Oc1cccc(/C=N/c2c(-c3ccco3)nc3ccccn23)c1	22%	13	2%	-3%	17
3	CN(C)/C=C1\C(=O)N(C)N=C1C(F)(F)F	1.7%	4	2%	-5%	-9
4	NS(=O)(=O)c1cccnc1Nc1cccc(Cl)c1Cl	2.3%	5	-4%	-2%	-16
5	O=C(Cc1c(F)cccc1Cl)NNC(=O)c1ccc(Br)s1	.	.	-12%	-1%	.
6	C[C@H](CO)N1C[C@H](C)[C@@H](CN(C)C(=O)Nc2ccc(F)cc2)Oc2cc(Br)ccc2S1(=O)=O	.	.	-8%	-2%	.
7	CCCn1c(SCC(=O)NC2CCCC2)nnc1-c1cccnc1	4.5%	.	-5%	5%	-20
8	Cc1cccc(C)c1NC(=O)COC(=O)c1ccccc1O	2.9%	-2	1%	0%	1

item	D1 agonist	RXFP1 antagonist	Vif-A3F inh	D1 potentiator
1	3	-4	-1%	-1
2	7	0	0%	-4
3	5	-2	9%	-6
4	3	-4	4%	-8
5	.	-10	-1%	.
6	.	-3	-4%	.
7	1	-5	15%	-1
8	4	13	-20%	-5

item	compound	RXFP1 agonist	D2 potentiator	Vif-APOBEC3G blk	GRP78 ERSR act	D1 antag
9	O=C(CSc1nc2ccccc2c(=O)n1-c1ccccc1F)Nc1ccc2c(c1)CCC2	0.3%	-2	0%	0%	5
10	CS(=O)(=O)N(CC(=O)Nc1ccc2c(c1)OCO2)Cc1ccc(Cl)cc1	0.0%	-5	-3%	?	4
11	O=C(Nc1ccc(-c2csc(-c3ccccc3)n2)cc1)c1ccccc1	2.2%	-2	-11%	0%	2
12	Cc1ccc(-c2csc3ncn(CC(=O)N4CCOCC4)c(=O)c23)cc1C	-0.5%	10	6%	-3%	-2
13	Cc1ccccc1NC(=O)c1ccc2nccnc2c1	3.9%	4	-5%	5%	-2
14	Cc1ccc(C)c(NC(=S)N(CCc2ccncc2)C(C)C)c1	-1.7%	-4	-1%	-1%	-11
15	CC(C)CN(C(=O)C1CC1)C1CCS(=O)(=O)C1 (configuration not stated)	1.1%	-3	3%	-7%	-15
16	CC(C)Oc1ccc(S(=O)(=O)N2CCCCC2)cc1NC(=O)C1=NN(c2ccccc2)C(=O)CC1	.	.	-3%	1%	.

item	D1 agonist	RXFP1 antagonist	Vif-A3F inh	D1 potentiator
9	5	1	2%	-3
10	0	5	-7%	-7
11	0	2	-7%	-8
12	20	-3	3%	3
13	5	-14	-2%	.
14	1	-13	?	-1
15	1	-4	2%	-3
16	.	2	-1%	.

item	compound	RXFP1 agonist	D2 potentiator	Vif-APOBEC3G blk	GRP78 ERSR act	D1 antag
17	Cc1cccc(-c2nc(NCCCN(C)C)c3ccccc3n2)c1	20%	-5	2%	11%	-11
18	O=C1CCC(=O)N1c1ccc(-c2nc3sc4c(c3c(=O)o2)CCC4)cc1	-4.3%	-4	0%	0%	2
19	Cc1ccc(-n2ncc3c(NCCCn4ccnc4)ncnc32)cc1C	5.2%	7	-1%	12%	-60*
20	CCOc1cc(C(=O)Nc2ccc3nc(Nc4cccc(Cl)c4)cc(C)c3c2)cc(OCC)c1OCC	1.9%	-1	2%	-3%	-7
21	CCC(=O)N1CCC2(CC1)Oc1ccc(Cl)cc1C(=O)C21CC(c2ccccc2)=NO1 (configuration not stated)	1.0%	-3	1%	-3%	3
22	Fc1cc2[nH]cnc2cc1Cl	0.2%	0	0%	-3%	-6
23	COCCNc1oc(-c2ccc(F)cc2)nc1C#N	6.4%	-15	-1%	-6%	57
24	COc1ccc(OC)c(C(c2nnnn2C2CCCC2)N2CCN(c3ccc(F)cc3)CC2)c1 (configuration not stated)	2.6%	4	-1%	-3%	-18

item	D1 agonist	RXFP1 antagonist	Vif-A3F inh	D1 potentiator
17	2	-2	-7%	-2
18	2	-16	6%	0
19	-4	-1	-5%	-3
20	0	.	-12%	-1
21	6	.	6%	-3
22	3	9	4%	3
23	-1	1	0%	4
24	1	-5	-2%	-7

item	compound	RXFP1 agonist	D2 potentiator	Vif-APOBEC3G blk	GRP78 ERSR act	D1 antag
25	Cc1cc(NC(=O)Nc2ccccc2)n(-c2ccccc2)n1	0.8%	-8	-1%	5%	-9
26	O=C1NN(c2ccc(F)c(Cl)c2)C(=O)/C1=C\c1cccc(OC(=O)c2cccs2)c1	-0.4%	1	-21%	?	2
27	CS(=O)(=O)c1ccc(Cl)c(C(=O)O)c1	0.7%	4	-1%	-2%	-12
28	COC(=O)C1(C)NC(c2cccc(C)c2)C2C(=O)N(c3ccc(F)cc3)C(=O)C21 (configuration not stated)	-0.2%	-18	-2%	-2%	14
29	Cc1cccc(C)c1NC(=S)NCc1ccncc1	0.8%	0	0%	0%	-4
30	COc1cccc2cc(C(=O)C3=C(O)C(=O)N(CCN(C)C)C3c3ccc(Cl)cc3)oc12 (configuration not stated)	22%	-5	1%	-2%	7
31	COc1cccc(-c2cc(C(F)(F)F)n3ncc(C(=O)O)c3n2)c1	-0.3%	6	-6%	-3%	-2
32	C/C(=N\NC(=O)c1ccc2c(c1)OCO2)c1ccc(NS(C)(=O)=O)cc1	.	.	-27%	-4%	.

item	D1 agonist	RXFP1 antagonist	Vif-A3F inh	D1 potentiator
25	0	7	0%	-9
26	0	-86*	-3%	-3
27	2	-13	-12%	2
28	1	-1	0%	-5
29	1	-5	6%	0
30	3	-14	6%	-10
31	2	-8	-5%	0
32	.	0	8%	.

item	compound	RXFP1 agonist	D2 potentiator	Vif-APOBEC3G blk	GRP78 ERSR act	D1 antag
33	O=C(NC1CCCCC1)C(c1ccccc1)N1CCOCC1 (configuration not stated)	0.6%	-1	3%	-5%	9
34	N#CC1=C(N)Oc2cc(N)ccc2C1c1ccc(F)cc1F (configuration not stated)	-0.5%	-7	13µM*	-5%	-14
35	O=C1OCCC1Sc1nc2cc(Cl)ccc2n1Cc1ccccc1 (configuration not stated)	-0.4%	0	-12%	-3%	-1
36	CC12CCC(=O)N1C(C(=O)Nc1cccc3ccccc13)CS2 (configuration not stated)	-1.1%	5	0%	-3%	2
37	O=S(=O)(Nc1ccc(O)c(Sc2nc3ccccc3s2)c1)c1ccc(Cl)cc1	-0.6%	14	-19%	-3%	-12
38	Cc1cccc(CC(=O)Nc2ccon2)c1	-0.1%	-4	0%	6%	-19
39	Cc1ccc(NC(=O)COC(=O)c2ccc(S(=O)(=O)N3CCCC3)cc2)cc1	0.3%	-7	2%	-1%	-3
40	COc1cccc(CN(C)CC(=O)Nc2cc3oc4ccccc4c3cc2OC)c1	-4.5%	8	-5%	-2%	5

item	D1 agonist	RXFP1 antagonist	Vif-A3F inh	D1 potentiator
33	2	-4	0%	-4
34	17	-4	22µM*	-4
35	1	-31	-9%	5
36	1	-11	1%	-7
37	1	.	-21%	1
38	3	1	15%	2
39	5	-18	-3%	0
40	16	-15	-8%	-8

item	compound	RXFP1 agonist	D2 potentiator	Vif-APOBEC3G blk	GRP78 ERSR act	D1 antag
41	Cc1nnc(SCc2nc(-c3ccc(Cl)cc3)no2)n1-c1ccc(F)cc1	1.2%	17	3%	-4%	-33*
42	Cc1noc(C)c1C(=O)OCC(=O)NCCc1ccc(Cl)cc1	-0.2%	1	-2%	-4%	3
43	CC(C)(C)c1n[nH]c(=S)n(N)c1=O	-3.2%	-2	1%	-2%	-9
44	N#Cc1c(-c2c(Cl)cccc2Cl)noc1/C=C/Nc1ccc(C(=O)O)cc1	2.0%	13	-18%	3%	7

item	D1 agonist	RXFP1 antagonist	Vif-A3F inh	D1 potentiator
41	23	.	9%	-3
42	2	-1	-13%	-8
43	3	11	-11%	-8
44	2	-12	-12%	-1

# Molecules shown so far containing fluorine:
item	compound	RXFP1 agonist	D2 potentiator	Vif-APOBEC3G blk	GRP78 ERSR act	D1 antag
1	O=C(OCCOCCN=C1NS(=O)(=O)c2ccccc21)c1ccc(F)cc1	-2.4%	7	-4%	-2%	-10
3	CN(C)/C=C1\C(=O)N(C)N=C1C(F)(F)F	1.7%	4	2%	-5%	-9
5	O=C(Cc1c(F)cccc1Cl)NNC(=O)c1ccc(Br)s1	.	.	-12%	-1%	.
6	C[C@H](CO)N1C[C@H](C)[C@@H](CN(C)C(=O)Nc2ccc(F)cc2)Oc2cc(Br)ccc2S1(=O)=O	.	.	-8%	-2%	.
9	O=C(CSc1nc2ccccc2c(=O)n1-c1ccccc1F)Nc1ccc2c(c1)CCC2	0.3%	-2	0%	0%	5
22	Fc1cc2[nH]cnc2cc1Cl	0.2%	0	0%	-3%	-6
23	COCCNc1oc(-c2ccc(F)cc2)nc1C#N	6.4%	-15	-1%	-6%	57
24	COc1ccc(OC)c(C(c2nnnn2C2CCCC2)N2CCN(c3ccc(F)cc3)CC2)c1 (configuration not stated)	2.6%	4	-1%	-3%	-18
26	O=C1NN(c2ccc(F)c(Cl)c2)C(=O)/C1=C\c1cccc(OC(=O)c2cccs2)c1	-0.4%	1	-21%	?	2
28	COC(=O)C1(C)NC(c2cccc(C)c2)C2C(=O)N(c3ccc(F)cc3)C(=O)C21 (configuration not stated)	-0.2%	-18	-2%	-2%	14

item	D1 agonist	RXFP1 antagonist	Vif-A3F inh	D1 potentiator
1	3	-4	-1%	-1
3	5	-2	9%	-6
5	.	-10	-1%	.
6	.	-3	-4%	.
9	5	1	2%	-3
22	3	9	4%	3
23	-1	1	0%	4
24	1	-5	-2%	-7
26	0	-86*	-3%	-3
28	1	-1	0%	-5

item	compound	RXFP1 agonist	D2 potentiator	Vif-APOBEC3G blk	GRP78 ERSR act	D1 antag
31	COc1cccc(-c2cc(C(F)(F)F)n3ncc(C(=O)O)c3n2)c1	-0.3%	6	-6%	-3%	-2
34	N#CC1=C(N)Oc2cc(N)ccc2C1c1ccc(F)cc1F (configuration not stated)	-0.5%	-7	13µM*	-5%	-14
41	Cc1nnc(SCc2nc(-c3ccc(Cl)cc3)no2)n1-c1ccc(F)cc1	1.2%	17	3%	-4%	-33*

item	D1 agonist	RXFP1 antagonist	Vif-A3F inh	D1 potentiator
31	2	-8	-5%	0
34	17	-4	22µM*	-4
41	23	.	9%	-3

# Only part of the results is shown (hit frequency here may not be typical).
